GAA glycogen: alters human alpha-glucosidase cleavage of glycogen. 300,000 tested, 0.38% active. Potency, µM (titrated, usually from 76.4 µM), for the others: at the top dose activity change, negative = inhibition, hits mostly inhibitors. recombinant GAA, glycogen substrate, Amplex Red glucose oxidase fluorescence. P10253;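 note: 0% = full enzyme reaction and -100% = no-enzyme basal signal; the screen sought inhibitors and activators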
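Recombinant human alpha-glucosidase (4 nM final) hydrolysed bovine liver glycogen (30 ug) for 40 min at 37 C in pH 5.0 citrate/phosphate with 0.01% Tween-20. Released glucose detected by glucose oxidase/Amplex Red, Ex 573/Em 610 nm. Compounds up to 77 uM; AC50 from Hill fits.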
GAA inh: inhibitors of human lysosomal alpha-glucosidase; 200,000 tested, 0.005% active; purified human GAA, 4-MU-alpha-glucoside fluorescence; Potency, µM (top dose mostly 76.9 µM), for the others: at the highest dose activity change, negative = inhibition, hits mostly inhibitors; AID 1466;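 note: plate controls were uninhibited enzyme wells for no effect and no-enzyme background for full effect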
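Fluorogenic assay: 4 nM human alpha-glucosidase with 400 uM 4-methylumbelliferyl-alpha-D-pyranoside in 50 mM citrate/phosphate, 0.005% Tween-20, pH 5.0, 20 min at room temperature. Compounds tested up to 77 uM; AC50 from Hill fits.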
Tau fluor counter: counter-screen for tau fibril formation inhibitors | tau K18 P301L Alexa594 fluorescence, heparin fibrillization | Potency, µM (series often up to 57.7 µM), for inactives: top-dose activity change, negative = decrease | 280,000 tested, 0.93% active | AID 1463; note: % is set by controls: 0 for no effect and ±100 for the full control effect; nearly all actives have a fitted effect of over 55% in size
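Human K18 P301L tau (15 uM unlabeled plus 0.24 uM Alexa 594-labeled, final) in 100 mM sodium acetate pH 7 was mixed with compound and 20 uM heparin and incubated 6 hr at 37 C.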
Tau ThT inhib: blocks human tau fibril formation measured by thioflavin T; 270,000 tested, 2.1% active; P10636; AID 1460; Potency, µM (highest dose often 57.4 µM), without a hit: at the highest dose activity, negative = inhibition, most hits filed as inhibitors; recombinant tau K18 P301L (four-repeat tau fragment), heparin-induced fibrillization, ThT fluorescence; note: % is set by controls: 0 for no effect and ±100 for the full control effect; nearly all actives have a fitted effect of over 55% in size
Target sequence (P10636 561-689 P618L limits assumed): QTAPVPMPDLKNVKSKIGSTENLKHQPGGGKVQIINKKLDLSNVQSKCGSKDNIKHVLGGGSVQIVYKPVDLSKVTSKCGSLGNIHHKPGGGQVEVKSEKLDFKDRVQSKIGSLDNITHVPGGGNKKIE
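Recombinant human tau K18 fragment […] carrying P301L, 15 uM unlabeled plus 0.24 uM Alexa 594-labeled, was fibrillized with 20 uM heparin in 100 mM sodium acetate pH 7 for 6 hr at 37 C; 30 uM ThT fluorescence read after 1 hr.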
aGlu spleen mod: lysosomal alpha-glucosidase (human) modulation; P10253; human spleen homogenate, 4-MU-alpha-glucoside fluorescence; Potency, µM (titrated, usually from 79.9 µM), inactives show at the top dose activity change, negative = inhibition, most hits filed as inhibitors; 240,000 tested, 0.006% active;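 note: 0% = enzyme with vehicle and -100% = no enzyme basal signal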
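Enzyme source: human spleen homogenate, 1 ug/well. Buffer 50 mM citric acid/K phosphate pH 5.0, 0.01% Tween-20. 4-MU-alpha-glucoside 1 mM; 37 C x 40 min; NaOH/glycine stop; fluorescence.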
Tau fibril FP: inhibitors of human tau fibril formation; P10636; K18 P301L tau heparin fibrillization, Alexa594 FP, 6 h; Potency, µM (titrated, usually from 57.7 µM), for inactives: at the top dose activity, negative = inhibition, most hits filed as inhibitors; 280,000 tested, 0.39% active; note: % is set by controls: 0 for no effect and ±100 for the full control effect; nearly all actives have a fitted effect of over 55% in size
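FP of Alexa 594-tau after heparin (20 uM) induction. Substrate: human K18 P301L, 15 uM unlabeled, 0.24 uM labeled. Buffer 100 mM sodium acetate pH 7. 6 hr, 37 C.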
HTT cytoprotect: Huntington cell model cytoprotection by ATP luminescence; PC12 HTT-Q103 induced, cytoprotection, ATP luminescence, 40 h; Potency, µM (top dose mostly 56.4 µM), for the others: cytoprotection (ATP increase), most hits filed as activators; 230,000 tested, 0.14% active; AID 1471;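 note: % of control where 0% means no effect; nearly all actives have a fitted effect of over 45% in size; toxic huntingtin expression switched on by the ecdysone agonist tebufenozide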
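PC12 cells stably carrying ecdysone-inducible Htt exon 1 (Q103)–GFP were induced with 100 nM tebufenozide (final) alongside library compounds in a dose series. Cytoprotection was scored as retained ATP by ATPlite luminescence.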
aGal spleen mod: alpha-galactosidase A (human) modulation; P06280; human spleen homogenate, 4MU-alpha-Gal fluorescence, 40 min; Potency, µM (titrated, usually from 80 µM), for the others: at the highest dose activity change, negative = inhibition, usual class: inhibitors; 240,000 tested, 0.008% active; AID 2107;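 note: 0% = enzyme with vehicle and -100% = no enzyme basal signal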
Target sequence (P06280 32-429 limits assumed): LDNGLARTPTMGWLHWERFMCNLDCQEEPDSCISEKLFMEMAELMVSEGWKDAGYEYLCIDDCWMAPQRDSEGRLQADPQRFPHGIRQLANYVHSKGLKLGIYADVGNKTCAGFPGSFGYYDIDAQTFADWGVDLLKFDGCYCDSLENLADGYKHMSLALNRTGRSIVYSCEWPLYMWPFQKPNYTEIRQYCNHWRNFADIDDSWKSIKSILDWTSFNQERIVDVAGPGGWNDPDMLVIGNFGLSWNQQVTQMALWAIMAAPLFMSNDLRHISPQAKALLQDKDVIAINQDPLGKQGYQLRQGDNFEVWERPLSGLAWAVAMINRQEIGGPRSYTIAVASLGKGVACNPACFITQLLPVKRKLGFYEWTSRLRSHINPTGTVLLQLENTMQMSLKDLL
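Human spleen homogenate (1 ug) as enzyme source, 4-methylumbelliferyl-alpha-D-galactopyranoside 1 mM final, citrate/phosphate pH 5.0 with 0.01% Tween-20. Compounds 40 min at 37C, NaOH/glycine stop; fluorescence Ex 365/Em 440, Hill-fit AC50.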
* hit, by the source's call; ? = inconclusive; . = no result given; & = joins results of further samples; [ ] = remark or other dose. Calls come from the whole dose curve; as a rule, active = well fitted curve in the direction sought with a large enough effect; inconclusive = small, poorly fitted or top-dose-only effect, or another doubt; inactive = no such curve, though single readings can be large; an effect the other way counts as inactive or inconclusive. Potency is the fitted concentration of half-maximal effect.

SMILES	GAA glycogen	GAA inh	Tau fluor counter	Tau ThT inhib	aGlu spleen mod	Tau fibril FP	HTT cytoprotect	aGal spleen mod
CCCS(=O)(=O)n1nc(-c2ccc(C)cc2)cc1N	?	?	-17%	-11%	6%	-2%	-7%	5%
CCOC(=O)C1=C(C)NC2=C(C(=O)c3ccccc32)C1c1ccc(O)cc1 (stereo unspecified)	-2%	-4%	?	10µM*	-10%	11%	.	1%
CCOC(=O)C(=O)c1cn(C2OCC(OC(C)=O)C(OC(C)=O)C2OC(C)=O)c2ccccc12 (stereo unspecified)	1%	2%	-9%	0%	-6%	-10%	26%[10 µM]	-1%
COc1ccc(CC(=O)Nc2c3c(nn2-c2cccc(C)c2C)CS(=O)C3)cc1 (stereo unspecified)	13%	12%	7%	2%	2%	1%	-1%	0%
COC(=O)c1c(C)[nH]c(O)c1C=Nc1ccc(C#N)cc1	6%	4%	-14%	-9%	7%	-3%	-21%	4%
COc1ccc(NC(=O)CSc2nnc(Cn3nnc4ccccc43)n2C)cc1	8%	-4%	-2%	-11%	-10%	3%	15%	7%
CO[C@@H]1/C=C\CC(=O)N2CCC[C@@H]2C(=O)OC[C@H](C)C(=O)OC[C@H]1C	.	.	-8%[11.6 µM]	-7%[11.5 µM]	-7%[17.4 µM]	-1%[11.6 µM]	-19%[10 µM]	-3%[17.5 µM]
COc1cc(/C=N/N=C2/NC(=O)C(Cc3ccc(F)cc3)S2)ccc1O (stereo unspecified)	-5%	3%	-21%	-14%	-2%	0%	-59%[inhibitor]	3%
CCc1ccccc1OCCSc1nnc(-c2cc(OC)c(OC)c(OC)c2)o1	12%[76.3 µM]	.	-25%	-5%	.	?	.	.
Cc1ccc(OCc2nc(-c3ccccc3)no2)c(C)c1	-2%	0%	-16%	?	0%	-12%	10%	-4%
O=C(c1cc2nc(-c3ccco3)cc(C(F)(F)F)n2n1)N1CCc2ccccc2C1	-8%	-4%	-8%	?	-1%	5%	8%	1%
COc1ccc(-n2nnc3c(SCC(=O)NCc4ccco4)ncnc32)cc1	-1%	-6%	-20%	?	-18%	-16%	2%	-6%
O=C1NC(c2ccc3c(c2)OCO3)Oc2ccccc21 (stereo unspecified)	-5%	-2%	0%	-4%	-6%	5%	-4%	-12%
Cc1cccc(OCCCC(=O)NC(C)C)c1	3%	-9%	-4%	-10%	0%	-5%	3%	-3%
CCn1cc(/C=C(\NC(=O)c2ccccc2Cl)C(=O)NCCCn2ccnc2)c2ccccc21	-7%[76.3 µM]	.	-9%	-4%	.	0%	.	.
Cc1cccc(N2CCN(C(=O)CN3C(=O)NC(C)(C)C3=O)CC2)c1C	-3%	1%[15.4 µM]	-4%	-9%	-19%	1%	9%[10 µM]	4%
CCOc1ccc(NC(=O)CC2C(=O)N(c3ccc(OC)cc3)C(=O)N2C2CCCCC2)cc1 (stereo unspecified)	-15%[76.3 µM]	.	-23%	-11%	.	6%	.	.
CCN(CC)C(NC(=O)c1ccccc1)C(=O)c1ccccc1 (stereo unspecified)	-5%	-3%	-7%	-12%	2%	-8%	-6%	-6%
O=C(/C=C/c1ccc2c(c1)OCO2)Nc1nc(-c2ccccc2)cs1	-7%	1%	?	?	-5%	-12%	-50%[inhibitor]	6%
Cc1c(C(=O)Nc2ccccc2N2CCOCC2)sc2nc3n(c(=O)c12)CCC3	2%	-4%	1%	-8%	-3%	7%	20%[10 µM]	0%
COc1ccc(NC(=O)Cc2ccc(Cl)cc2Cl)cn1	8%	5%	0%	7%	0%	10%	-32%[inhibitor]	-6%
O=C(CSc1ccc2nnc(-c3ccc(Cl)cc3)n2n1)N1CCc2ccccc21	-3%	1%	-2%	-12%	-2%	4%	6%[10 µM]	0%
CCCN(C#N)c1nc(NCC)nc(NC(C)C)n1	2%	-3%	-11%	-15%	-5%	-6%	-23%	-11%
Cc1ccc(C(=O)c2ccccc2C(=O)OCC(=O)NCC2CCCO2)cc1 (stereo unspecified)	6%	11%	-7%	-2%	3%	1%	-15%[10 µM]	-1%
Cc1nc2c(c(C)c1CCC(=O)Nc1ccc(F)cc1)c(=O)n(C)c(=O)n2C	19%[76.3 µM]	.	-10%	-1%	.	?	.	.

Ordered by value in GAA inh (falling): 4 from the list above.
mol | GAA inh
Cc1ccc(C(=O)c2ccccc2C(=O)OCC(=O)NCC2CCCO2)cc1 (stereo unspecified) | 11%
COc1cc(/C=N/N=C2/NC(=O)C(Cc3ccc(F)cc3)S2)ccc1O (stereo unspecified) | 3%
CCCN(C#N)c1nc(NCC)nc(NC(C)C)n1 | -3%
CCOC(=O)C1=C(C)NC2=C(C(=O)c3ccccc32)C1c1ccc(O)cc1 (stereo unspecified) | -4%

(cont.)
SMILES	GAA glycogen	GAA inh	Tau fluor counter	Tau ThT inhib	aGlu spleen mod	Tau fibril FP	HTT cytoprotect	aGal spleen mod
CCOC(=O)COc1ccc(S(=O)(=O)NCCC2=CCCCC2)cc1	-3%	-12%	-9%	-3%	-5%	2%	4%[0.074 µM]	-1%
COc1cccc(-c2ccc(C#N)c(OC(=O)c3c(Cl)cccc3Cl)n2)c1	0%	8%	?	-14%	8%	?	-39%[inhibitor]	0%
Cc1ccc(NC(CNS(=O)(=O)c2ccc(Cl)cc2)c2ccccc2)cc1 (stereo unspecified)	-4%[76.3 µM]	?	4.5µM*[quencher]	1%&-12%	-1%	7%&20%	-33%	13%
CCN1C(c2ccccc2)C(C)C(=O)C(C)C1c1ccccc1 (stereo unspecified)	-8%	?	-6%	-16%	-3%	3%	-3%	1%
CCCn1c(-c2ccc(OC)cc2)nc2ccccc21	-6%	?	0%	-13%	-7%	-2%	-9%	-2%
C=CCC(C)(NCc1ccccc1)c1ccco1 (stereo unspecified)	1%	-1%	-5%	-4%	1%	-2%	-19%	5%
Cc1ccc2c(c1)/C(=C/c1ccco1)C(=O)N2	-9%	-7%	-21%	11µM*	-11%	3%	6%	-22%
CCCCN(C)CCNC(=O)Cn1ncc2c3ccccc3n(CCC)c2c1=O	-10%[76.3 µM]	.	2%	1%	.	2%	.	.
Cc1ccc(NC(=O)c2sc3nc(-c4ccc(F)cc4)ccc3c2N)cc1F	6%[76.3 µM]	.	?	?	.	-3%	.	.
CCCN(CCC)C(=O)Cn1c(=O)n(-c2cccc(C(F)(F)F)c2)c(=O)c2c(C)c(C)sc21	-5%[76.3 µM]	.	-8%	-3%	.	-11%	.	.
CCN(CC)S(=O)(=O)c1ccc(OC)c(NC(=O)c2cccc(C)c2[N+](=O)[O-])c1	3%	-7%	-20%	-3%	0%	3%	.	1%
CCc1ccccc1NC(=O)Cn1cc2c(n1)CCC(C)C2 (stereo unspecified)	-2%[76.3 µM]	.	-7%	-4%	.	2%	.	.
Cc1ccc(C)c(/C(O)=C2/C(=O)C(=O)N(CCN3CCOCC3)C2c2ccc(C)o2)c1 (stereo unspecified)	-6%	4%	-15%	?	0%	-5%	-4%	-3%
CC(C)c1ccc(NC(=O)[C@H]2O[C@@H]3OC(C)(C)O[C@@H]3[C@H]3OC(C)(C)O[C@H]32)cc1	15%[76.3 µM]	.	1%	12%	.	8%	.	.
Cc1ccc(CNS(=O)(=O)c2c(C)nc3sc(C)cn3c2=O)cc1	-4%[76.3 µM]	.	-5%	-4%	.	-3%	.	.
CCOC(=O)c1c(C)[nH]c(C=Nc2ccc(OC)cc2)c1O	8.9µM*	-4%	-25%	?	-2%	8%	-13%[10 µM]	-1%
CC(C)c1ccc(S(=O)(=O)N2CCN(CCC(=O)Nc3ccc(N(C)C)cc3)CC2)cc1	10%	-4%	-14%	-12%	-4%	18%	-18%	1%
O=C1CC(c2cccc([N+](=O)[O-])c2)c2c(ccc3ccccc23)N1 (stereo unspecified)	2%	-5%	-18%	-12%	-10%	2%	-25%	-7%
O=c1c(-c2ccnn2-c2ccc(F)cc2)cnc2n1CCS2	3%	-2%	-5%	-11%	0%	0%	10%	6%
O=C(NC1CCN(Cc2ccccc2)CC1)c1cc(-c2ccccn2)nc2ccccc12	-4%	-11%	-3%	-2%	3%	-1%	11%	-3%
CCCC(=O)NCCc1nc2ccccc2n1CC(=O)c1ccccc1	8%	1%	4%	6%	-5%	5%	?	-4%
COC(=O)[C@@]1(Cc2ccc(OC)cc2)[C@@H]2[C@@H](CC(=O)[C@H]2CC(=O)C(=O)N2CCCC2)CN1C(=O)c1ccccc1	.	.	-5%	-14%	8%	-6%	9%	3%

For convenience, some entries already given:
SMILES	GAA glycogen	GAA inh	Tau fluor counter	Tau ThT inhib	aGlu spleen mod	Tau fibril FP	HTT cytoprotect	aGal spleen mod
CCCn1c(-c2ccc(OC)cc2)nc2ccccc21	-6%	?	0%	-13%	-7%	-2%	-9%	-2%
C=CCC(C)(NCc1ccccc1)c1ccco1 (stereo unspecified)	1%	-1%	-5%	-4%	1%	-2%	-19%	5%
Cc1ccc2c(c1)/C(=C/c1ccco1)C(=O)N2	-9%	-7%	-21%	11µM*	-11%	3%	6%	-22%
CCCCN(C)CCNC(=O)Cn1ncc2c3ccccc3n(CCC)c2c1=O	-10%[76.3 µM]	.	2%	1%	.	2%	.	.

Of the compounds above, 3 contain a cyano group:
SMILES	GAA glycogen	GAA inh	Tau fluor counter	Tau ThT inhib	aGlu spleen mod	Tau fibril FP	HTT cytoprotect	aGal spleen mod
COC(=O)c1c(C)[nH]c(O)c1C=Nc1ccc(C#N)cc1	6%	4%	-14%	-9%	7%	-3%	-21%	4%
CCCN(C#N)c1nc(NCC)nc(NC(C)C)n1	2%	-3%	-11%	-15%	-5%	-6%	-23%	-11%
COc1cccc(-c2ccc(C#N)c(OC(=O)c3c(Cl)cccc3Cl)n2)c1	0%	8%	?	-14%	8%	?	-39%[inhibitor]	0%

Assay outcomes: PubChem, National Center for Advancing Translational Sciences (NCATS)
